AddAB inh: less growth of phage-infected E. coli with AddAB. E. coli expressing H. pylori AddAB, absorbance growth. inhibition, % at 11.9 µM. 330,000 compounds, 0.29% hits; in the data active = inhibition above about 12%;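 also: 0% = vehicle wells of infected cells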
Arrestin-AP2 inh: blocks beta-arrestin peptide binding to AP2 adaptin; FITC-arrestin peptide / GST-AP2 beads, flow cytometry; AP2 beta2 appendage carries R879A mutation; inhibition, % at 10 µM; 340,000 compounds, 0.31% hits;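 active = inhibition above a set limit, near 3 SD of compounds lacking own fluorescence, cut at about 54% in these data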;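 also: plate controls were DMSO wells for no effect and 5 µM unlabelled arrestin peptide for full effect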
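System: GST-AP2 R879A glutathione beads | Also added: FITC-arrestin peptide, 50 nM | Times: 12 min plus 1 h, RT | Signal: Bead flow cytometry, FITC channel | Buffer or medium: PBS with 0.05% Tween 20 and 0.1% BSA | Read-out basis: Percent drop in bead-associated FITC signal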
PfHsp90 yeast 2: growth inhibition of yeast expressing Plasmodium Hsp90; S. cerevisiae expressing PfHsp90, BacTiter-Glo ATP, 48 h; yeast lacking PDR1 and PDR3 efflux regulators; inhibition, % at 9.4 µM; 310,000 compounds, 0.32% hits;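 active = every replicate shows inhibition above about 80%, whatever the replicate mean, limit read from the data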;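 also: 0% = DMSO neutral controls and 100% = 20 µM radicicol positive controls; yeast relying on Plasmodium falciparum Hsp90 in place of its own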
MOR-DOR inv ag: mu-delta opioid heterodimer inverse agonism. P35372+P41143. cell-based MOR-DOR heterodimer luminescence. inhibition, % at 9.3 µM. 340,000 compounds, 0.21% hits. AID 504357; in the data active = inhibition above about 22%, passing the limit was not always enough;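 also: 0% = cells with DMSO and 100% = wells without cells with DMSO; values of inactives mirror those of a sister screen read the other way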
Target sequence (P35372 whole entry, looked up): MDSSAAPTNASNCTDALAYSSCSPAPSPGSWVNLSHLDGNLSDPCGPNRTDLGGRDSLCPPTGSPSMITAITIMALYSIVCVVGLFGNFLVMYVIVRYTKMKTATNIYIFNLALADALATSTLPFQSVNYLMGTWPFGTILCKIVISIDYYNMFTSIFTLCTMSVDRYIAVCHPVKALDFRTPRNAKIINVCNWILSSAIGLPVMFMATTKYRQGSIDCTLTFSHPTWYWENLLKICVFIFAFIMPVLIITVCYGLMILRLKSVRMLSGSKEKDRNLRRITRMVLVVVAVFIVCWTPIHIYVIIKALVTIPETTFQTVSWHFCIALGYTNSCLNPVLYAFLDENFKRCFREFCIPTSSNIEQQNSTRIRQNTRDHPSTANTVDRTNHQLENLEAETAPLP
Target sequence (P41143 whole entry, looked up): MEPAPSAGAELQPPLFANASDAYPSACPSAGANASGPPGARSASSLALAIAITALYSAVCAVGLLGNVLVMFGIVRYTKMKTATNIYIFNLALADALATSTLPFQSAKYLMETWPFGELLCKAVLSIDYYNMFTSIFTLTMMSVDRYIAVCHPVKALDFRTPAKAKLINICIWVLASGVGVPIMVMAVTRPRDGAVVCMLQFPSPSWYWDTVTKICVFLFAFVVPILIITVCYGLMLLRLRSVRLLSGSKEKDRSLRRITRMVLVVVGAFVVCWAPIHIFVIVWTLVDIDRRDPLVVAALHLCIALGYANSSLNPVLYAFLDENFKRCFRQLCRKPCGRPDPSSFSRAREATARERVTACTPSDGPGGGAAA
Tat transport: blocks Tat-dependent protein export in E. coli | inhibition, % at 10 µM | 340,000 compounds, 0.036% hits | AID 488895 | E. coli MC4100 TorA-mCherry Tat export, fluorescence;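 active = mean replicate inhibition at least 50% and at least half of replicates individually reaching 50%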;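 also: exported cargo escapes ClpAP degradation while cytoplasmic cargo is degraded and loses fluorescence; 0% = median of neutral control wells and 100% = median of NaSCN control wells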
SUMO Mot1 rescue: SUMOylation pathway inhibition by Mot1-301 growth rescue; growth rescue, % at 18.8 µM; AID 2716; 320,000 compounds, 1% hits; S. cerevisiae Mot1-301 growth rescue, ATP luminescence, 38.5C; percent above DMSO median, 100 means doubled;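 active = every valid replicate shows activation above 250% relative to neutral control wells; inactive = the rest, any valid replicate at or below 250%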;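 also: OY570 slx delta 5 strain wells were the positive control but not used for scaling; some compounds called inactive have numbers as strong as hits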
OPRM1-OPRD1 ag: agonists of human mu-delta opioid receptor heterodimerization | P35372+P41143 | cells, OPRM1-OPRD1 heterodimerization, luminescence | activation, % at 9.3 µM | 340,000 compounds, 0.3% hits | AID 504326; in the data active = activation above about 18%;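 also: 0% = vehicle-treated cells and 100% = reference agonist; values of inactives mirror those of a sister screen read the other way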
phage Ecoli inh: E. coli growth loss with phage present; growth absorbance; inhibition, % at 11.9 µM; 360,000 compounds, 0.26% hits; AID 651602; in the data active = inhibition above about 11%
Ecoli viability: bacterial growth inhibition, counter-screen for AddAB inhibitors; inhibition, % at 11.9 µM; 330,000 compounds, 0.27% hits; AID 449728; E. coli V3065 growth, OD600 absorbance, 18 h;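 active = inhibition above the campaign's mean inhibition across all tested compounds plus 3 SD, cut at about 9.9% in these data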;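 also: uninfected addAB+ strain grown without phage in ampicillin broth; 0% = DMSO wells and 100% = ciprofloxacin 0.95 µg/ml wells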
PKA-R1A activ: PKA-R1A complex activation. P00514+P68181. PKA-R1A dissociation, Cy5-IP20 fluorescence polarization; scaled: DMSO 0%, 113 µM cGMP 100%. activation, % at 11.4 µM. 340,000 compounds, 0.083% hits;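 active = percent activation above the mean of all tested compounds plus 3 SD, cut at about 19% in these data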;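 also: higher means more PKAc released from R1A so a rise in polarization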
Pemphigus Ab inh: human desmoglein-3 autoantibody binding inhibition; 310,000 compounds, 0.48% hits; DSG3-coupled beads, scFv-anti-DSG3-GFP binding, flow cytometry; hits give low values; AID 588358; binding (percent of control), % at 10 µM;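 active = binding more than 3 SD below its plate's average and above zero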;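 also: hits lower antibody fragment binding to DSG3; some compounds called inactive have numbers as strong as hits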
* marks the source's active call; other numbers are inactive results; x = not tested or not shown.

SMILES | AddAB inh | Arrestin-AP2 inh | PfHsp90 yeast 2 | MOR-DOR inv ag | Tat transport | SUMO Mot1 rescue | OPRM1-OPRD1 ag | phage Ecoli inh | Ecoli viability | PKA-R1A activ | Pemphigus Ab inh
O=C(CSc1nnnn1C1CCCC1)Nc1ccc(F)cc1 | 0.4 | 7 | 13 | 9 | 1 | 45 | -1.4 | 3.1 | -2.2 | -11 | x
CCC(=O)Nc1ccc(C(=O)Nc2ccc(Br)cc2F)cc1 | 1.0 | -6 | x | 16 | -2 | -2 | -2.6 | 4.7 | 0.9 | -11 | 82
CC1c2cc3c(cc2CCN1C(=O)c1ccc(Br)cc1)OCCCO3 (stereo unspecified) | 5.5 | -9 | 27 | 3 | 8 | -13 | -0.5 | 3.5 | -0.3 | 2 | 117
Cc1nc2ccc(S(=O)(=O)NC(C(=O)N3CCn4c3nc3ccccc34)C(C)C)cc2s1 (stereo unspecified) | 4.0 | 0 | 4 | x | -7 | 3 | x | 2.3 | 1.3 | -5 | 107
CC1Cc2cc(S(=O)(=O)N3CCC(C(=O)N(C)Cc4ccccc4)CC3)ccc2N1C(=O)C1CC1 (stereo unspecified) | 4.2 | -18 | -4 | 9 | -2 | 5 | -1.8 | 4.3 | -0.3 | 4 | 99
Cc1[nH]n2c(=O)c3c(nc2c1-c1ccccc1)CCC3 | 0.8 | 6 | 10 | 15 | 2 | 330 | -3.5 | 0.0 | -3.2 | -10 | 114
COc1cc(Cl)c(C)cc1NC(=O)COC(=O)C1CC1C (stereo unspecified) | 2.0 | -5 | -3 | 3 | 3 | -9 | -0.7 | 2.4 | 3.3 | -8 | x
COc1cc(OC)c(C#N)c(S(=O)(=O)Cc2ccccc2)c1 | 0.1 | 0 | 2 | 12 | 2 | 1 | -2.1 | 0.3 | 0.4 | -15 | 107
COCCCNC(=O)C(=O)Nc1cc2c3c(c1)CCC(=O)N3CCC2 | 2.5 | -20 | -28 | 17 | -1 | -22 | -3.4 | -2.2 | -0.6 | -6 | 105
COc1ccc(S(=O)(=O)NCCSCc2ccco2)cc1C | 1.2 | 6 | x | -29 | 19 | 297 | 4.8 | 0.2 | 1.9 | -12 | 95
COc1cccc(NC(=O)CN(C)C(C)C(=O)Nc2ccc(C#N)cc2)c1 (stereo unspecified) | -0.9 | 20 | 59 | 3 | -2 | -3 | -0.7 | 1.4 | -0.8 | 0 | 103
CCOc1ccc(NC(=O)Cn2c(=O)oc3cc(Cl)ccc32)cc1 | -0.2 | 48 | 4 | 14 | -9 | 147 | -3.1 | -2.3 | -0.3 | -1 | 87
O=c1oc2ccccc2c(O)c1/C=C1\C=Nc2ccccc21 | 0.1 | 10 | -52 | 8 | -12 | -4 | -1.6 | 3.8 | -0.3 | -1 | x
CCn1cc(CN2CCc3c([nH]c4ccccc34)C2c2cccc(OC)c2)c(C)n1 (stereo unspecified) | 1.5 | 43 | 2 | x | -4 | 1 | x | 0.6 | -0.6 | x | 95
C=CCOc1cccc(C2NC(=O)c3ccccc3O2)c1 (stereo unspecified) | 2.1 | 32 | -17 | 7 | -6 | 253 | -1.4 | 2.5 | 1.6 | -3 | 117
Cc1ccc(C(=O)N2CCN(C(=O)c3ccco3)CC2)cc1NC(=O)c1ccco1 | 1.3 | -8 | -2 | 23 | -5 | -16 | -4.9 | 4.4 | -1.1 | 4 | 107
CC1C2CC(C(S(=O)(=O)N3CCOCC3)C2=O)C1(C)C (stereo unspecified) | 2.5 | 4 | x | -5 | 2 | -2 | 0.8 | -0.3 | -1.0 | 6 | 104
Cc1cccc(S(=O)(=O)NNC(=O)Cc2cccn2C)c1 | 6.0 | -3 | -4 | 8 | 2 | 374 | -1.6 | 4.3 | 1.0 | 0 | 105
Cc1ccc(S(=O)(=O)N2CCCCC2CCNC(=O)C(=O)NC2CC2)cc1 (stereo unspecified) | 1.0 | -2 | 3 | 14 | -6 | -32 | -2.6 | -0.3 | -0.6 | -20 | 124
CS(=O)(=O)C1=NSC2=NC(=O)/C(=C\c3cccn3-c3ccccc3Cl)C(=N)N21 | 1.3 | -2 | 0 | -29 | 2 | -6 | 4.7 | 3.0 | -1.2 | -8 | 89
Cc1cc(O)c(C(C[N+](=O)[O-])c2ccc(Cl)cc2Cl)c(=O)o1 (stereo unspecified) | 0.8 | 7 | x | 9 | 7 | 0 | -1.5 | x | -2.4 | 0 | 127
CNC(=O)C(C)NS(=O)(=O)c1ccc(F)cc1 (stereo unspecified) | 2.8 | -4 | 3 | 8 | 0 | -10 | -1.4 | 2.3 | 0.2 | -8 | 95
COc1ccc(NC(=O)CN2CCc3ccccc3C2)cc1OC | 3.8 | 4 | 9 | 18 | 1 | -20 | -3.8 | 2.8 | 1.1 | -8 | x
O=C(O)c1ccc(/C=N/NC(=O)C(O)(c2ccccc2)c2ccccc2)cc1 | 1.2 | -3 | -20 | 8 | -8 | 28 | -1.6 | 1.0 | -1.2 | -7 | 111
CCOc1ccc(NC(=O)CCS(=O)(=O)c2ccc3c(c2)CCCN3C(=O)CC)cc1 | 1.9 | -3 | x | 8 | 11 | -16 | -1.4 | 1.2 | -0.1 | -8 | 112

Single records, from the list above. Order of screens: AddAB inh | Arrestin-AP2 inh | PfHsp90 yeast 2 | MOR-DOR inv ag | Tat transport | SUMO Mot1 rescue | OPRM1-OPRD1 ag | phage Ecoli inh | Ecoli viability | PKA-R1A activ | Pemphigus Ab inh
`Cc1cc(O)c(C(C[N+](=O)[O-])c2ccc(Cl)cc2Cl)c(=O)o1` (stereo unspecified) as listed: 0.8 | 7 | x | 9 | 7 | 0 | -1.5 | x | -2.4 | 0 | 127
`O=C(CSc1nnnn1C1CCCC1)Nc1ccc(F)cc1` as listed: 0.4 | 7 | 13 | 9 | 1 | 45 | -1.4 | 3.1 | -2.2 | -11 | x
`CS(=O)(=O)C1=NSC2=NC(=O)/C(=C\c3cccn3-c3ccccc3Cl)C(=N)N21` as listed: 1.3 | -2 | 0 | -29 | 2 | -6 | 4.7 | 3.0 | -1.2 | -8 | 89
`COc1ccc(S(=O)(=O)NCCSCc2ccco2)cc1C` as listed: 1.2 | 6 | x | -29 | 19 | 297 | 4.8 | 0.2 | 1.9 | -12 | 95
`COc1cc(OC)c(C#N)c(S(=O)(=O)Cc2ccccc2)c1` as listed: 0.1 | 0 | 2 | 12 | 2 | 1 | -2.1 | 0.3 | 0.4 | -15 | 107

Further compounds follow.
SMILES | AddAB inh | Arrestin-AP2 inh | PfHsp90 yeast 2 | MOR-DOR inv ag | Tat transport | SUMO Mot1 rescue | OPRM1-OPRD1 ag | phage Ecoli inh | Ecoli viability | PKA-R1A activ | Pemphigus Ab inh
Cc1cc([N+](=O)[O-])nn1CC(=O)Nc1ccc(F)cc1 | 1.0 | 8 | -1 | 8 | 1 | 264 | -1.8 | 0.8 | -0.6 | 3 | 87
Cc1ccc(S(=O)(=O)NCCN=C(CN2CCOCC2)NS(=O)(=O)c2ccc(C)cc2)cc1 | 1.4 | -12 | 8 | 19 | 6 | -4 | -4.3 | 2.6 | -1.3 | -5 | 97
CC(=O)Nc1cccc(NC(=S)Nc2cccc3ccccc23)c1 | 0.6 | -2 | 13 | -17 | 0 | -24 | 4.2 | 2.1 | 0.2 | 0 | 107
CCNS(=O)(=O)c1ccc(CCC(=O)NCCC2=CCCCC2)cc1 | 3.4 | 2 | 2 | 13 | -4 | -4 | -2.6 | 3.9 | -1.0 | -5 | 101
Cc1oc(-c2ccccc2F)nc1CS(=O)CC(=O)NCCN1CCCCC1C (stereo unspecified) | 0.9 | 12 | 26 | 11 | -13 | 20 | -2.3 | 3.5 | -0.4 | -1 | 109
Cc1cccc(NC(=O)C2CCCN2C(=O)Oc2ccccc2)c1C (stereo unspecified) | 2.2 | 3 | -5 | 19 | -6 | 8 | -4.5 | 3.2 | 0.7 | 1 | 94
O=Cc1ccc(-c2ccc([N+](=O)[O-])cc2Cl)o1 | x | -3 | -5 | -28 | 2 | x | 5.9 | 5.0 | x | -8 | 97
O=C(NCc1ccccc1)C1CCN(S(=O)(=O)c2ccc(Cl)cc2)CC1 | -1.2 | 2 | 6 | 9 | -2 | 2 | -1.9 | 2.2 | -1.8 | 3 | 93
C[C@@H](C(=O)OCC(=O)c1ccccc1)N1C(=O)C2CCCCC2C1=O (stereo partly specified) | 0.0 | 2 | -3 | 15 | -7 | -1 | -4.0 | 1.8 | -1.0 | 5 | x
COc1ccc(-c2sc3ccc(OC)cc3c2-c2ccc(OC)c(F)c2)cc1 | 2.7 | 16 | 2 | 17 | -5 | -6 | -3.7 | 3.0 | 0.8 | 2 | 104
CCCCCCn1c(=O)c(C(=O)N/N=C/c2cccc(F)c2)c(O)c2ccccc21 | 0.8 | 23 | -22 | 14 | -1 | 3 | -2.8 | 1.9 | -0.4 | 6 | 91
CCOC(=O)C1=CC(=O)CC(C)(C)O1 | x | 11 | x | 2 | -2 | x | -0.5 | 1.5 | x | -4 | 89
COc1ccc(CC(=O)Nc2cc(Cl)ccc2C(=O)O)cc1 | 2.4 | -8 | -24 | 12 | -6 | 2 | -2.3 | 1.9 | 1.7 | 5 | x
O=C(CCN1N=C(c2ccccc2)CCC1=O)NC1CCCC1 | 3.2 | 0 | 17 | 12 | 8 | -1 | -2.3 | 4.0 | 1.3 | 1 | 96
COc1ccc(NC(C)=O)cc1NC(C)C(=O)Nc1ccc(F)cc1 (stereo unspecified) | -3.7 | 5 | -21 | 9 | -4 | -21 | -1.6 | -1.6 | -1.9 | 1 | 97
O=C(Nc1c(-c2ccccc2)nc2sccn12)c1ccccc1 | 0.9 | -6 | x | -24 | 3 | -9 | 4.2 | 1.0 | 0.2 | 0 | x
Cc1ccc(CS(=O)(=O)CCC(=O)NCc2ccccc2Cl)cc1 | 0.8 | 4 | -28 | 8 | -1 | 7 | -1.6 | -1.3 | -1.7 | 5 | 101
Cc1ccc(C(=O)N/C(=C/c2cccs2)C(=O)NCC2CCCO2)cc1 (stereo unspecified) | 0.6 | 39 | -1 | 15 | -6 | 792 | -3.0 | 3.8 | 1.9 | -6 | 81
COCCn1c(Cc2ccccc2)nnc1SCC(=O)NC(C)(C)C | -0.3 | 15 | x | 12 | -3 | -13 | -2.3 | 2.0 | -1.7 | 5 | 104
Cc1sc(NC(=S)NC(=O)C(C)(C)C)c(C(N)=O)c1C | 1.1 | -11 | 4 | 4 | 3 | -2 | -0.7 | 1.7 | -0.3 | -2 | 101
Cc1ccc(S(=O)(=O)N2CCN(C(=O)CC(C)n3nc(C)c(Cl)c3C)CC2)cc1C (stereo unspecified) | 1.3 | -2 | -13 | 21 | -5 | -16 | -3.1 | 2.0 | 3.2 | -19 | 103

The order is random. About 2.8% of those tested had a hit in this group.
